3T3 cytotox = Cytotoxic Profiling in NIH 3T3 Cell Line of Diverse Libraries Using Quantitative High-Throughput Screening. NIH 3T3 viability, CellTiter-Glo ATP luminescence, 48-72 h. Potency, µM (top dose mostly 96.7 µM), for the others: at the top dose activity change, negative = cytotoxicity, hits mostly inhibitors. 4.3% of 94,000 active. AID 1345082, 2018; also: potency is read from the fitted curve at half-maximal effect; nearly all actives have a fitted effect of over 55% in size
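ATP-dependent luminescence (CellTiter-Glo) served as the viability signal for NIH 3T3 cells treated with compound for 48 or 72 hr at 37 °C.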
HEK293 viab = GF-AFC viability counterscreen for inhibitors of alpha-synuclein gene (SNCA) expression; Potency, µM (series often up to 57.1 µM), without a hit: at the highest dose activity change, negative = cytotoxicity, actives largely listed as cytotoxic; HEK-293-SNCA-luc viability, GF-AFC fluorescence, 24 h; AID 1671193, 2021; 0.12% of 150,000 active;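 also: potency is read from the fitted curve at half-maximal effect; 0% = DMSO-treated cells and -100% = medium-only wells without cells; nearly all actives have a fitted effect of over 30% in size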
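HEK-293-SNCA-luc cells (1500/well) plated 24 h, then exposed 24 h to a dilution series; GF-AFC added 30 min at 37C, fluorescence 405/540 nm; normalised to medium-only and DMSO wells, Hill fit.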
FLuc inh = Firefly luciferase inhibition profiling of diverse chemical library using quantitative high-throughput screening. Luciferin 4-monooxygenase (Photinus pyralis), P08659. purified P. pyralis luciferase, luminescence, biochemical. 2.5% of 76,000 active. Potency, µM (top dose mostly 115 µM), without a hit: top-dose activity change, negative = inhibition, most hits filed as inhibitors; also: potency is read from the fitted curve at half-maximal effect; nearly all actives have a fitted effect of over 65% in size
Target sequence (P08659 whole entry, looked up): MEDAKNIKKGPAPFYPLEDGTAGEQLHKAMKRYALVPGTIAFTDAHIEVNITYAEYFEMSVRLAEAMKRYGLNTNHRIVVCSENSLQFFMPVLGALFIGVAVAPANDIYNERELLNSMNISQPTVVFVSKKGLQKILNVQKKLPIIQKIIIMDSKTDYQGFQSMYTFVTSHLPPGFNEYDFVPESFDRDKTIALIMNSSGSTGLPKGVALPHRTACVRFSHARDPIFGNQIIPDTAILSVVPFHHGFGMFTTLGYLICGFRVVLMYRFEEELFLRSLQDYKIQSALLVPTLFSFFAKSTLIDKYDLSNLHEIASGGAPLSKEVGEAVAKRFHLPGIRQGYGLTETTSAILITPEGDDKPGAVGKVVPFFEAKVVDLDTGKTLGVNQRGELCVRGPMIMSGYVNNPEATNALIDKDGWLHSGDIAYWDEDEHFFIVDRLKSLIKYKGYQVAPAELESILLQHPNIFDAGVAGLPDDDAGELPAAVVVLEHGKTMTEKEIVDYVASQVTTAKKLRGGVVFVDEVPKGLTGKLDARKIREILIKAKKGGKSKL
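Luminescence read by CCD imager after adding enzyme (10nM final) to wells holding compound, titrated in qHTS. Substrates 10uM each D-luciferin and ATP; buffer 50mM Tris acetate pH 7.5, 10mM Mg acetate, Tween-20, BSA.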
HEK293 tox = Cytotoxic Profiling in HEK 293 Cell Line of Diverse Libraries Using Quantitative High-Throughput Screening | HEK 293 viability, ATP luminescence (CellTiter-Glo), 48-72 h | Potency, µM (titrated, usually from 115 µM), for inactives: top-dose activity change, negative = cytotoxicity, usual class: inhibitors | 6.6% of 94,000 active; also: potency is read from the fitted curve at half-maximal effect; nearly all actives have a fitted effect of over 60% in size
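HEK 293 cells at 250 cells/well were exposed to compounds by pintool transfer for 48 or 72 hr at 37 degree Celsius, 5% CO2. Viability was read as ATP-coupled luminescence with CellTiter-Glo after 10 min at room temperature.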
SNCA expr inh = Primary qHTS assay for inhibitors of alpha-synuclein gene (SNCA) expression; AID 1671194, 2021; HEK-293 SNCA-luciferase knock-in, luminescence, 24 h; Potency, µM (top dose mostly 57.2 µM), for inactives: at the top dose activity change, negative = inhibition, usual class: inhibitors; 0.17% of 140,000 active;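 also: potency is read from the fitted curve at half-maximal effect; plate controls were DMSO cells for no effect and cell-free wells for full effect; nearly all actives have a fitted effect of over 45% in size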
IP6K1 inh = Primary qHTS assay for small molecule inhibitors of Inositol hexaphosphate kinase 1 (IP6K1); Inositol hexakisphosphate kinase 1 (Homo sapiens), Q92551; IP6K1 kinase, ADP-Glo luminescence, 2 h; hits give low values; activity change, % (series mostly up to about 58 µM); 0.81% of 140,000 active; AID 1645851, 2021; in the data active = activity change below about -25%
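ADP-Glo luminescence measures ADP made by human IP6K1 during a 2 h RT reaction with ATP/IP6 (mix at 1.3 mM/130 uM); top library doses 57.5 and 19.1 uM final.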
GPT2 inhibitor = Primary qHTS assay for inhibitors of Glutamate pyruvate transaminase 2 (GPT2). AID 1671188, 2021. Potency, µM (highest dose often 57.7 µM), for inactives: at the top dose activity change, negative = inhibition, usual class: inhibitors. 0.25% of 100,000 active. Recombinant GPT2, coupled pyruvate oxidase/HRP Amplex Red fluorescence. Alanine aminotransferase 2 (Homo sapiens), Q8TD30; also: potency is read from the fitted curve at half-maximal effect; nearly all actives have a fitted effect of over 60% in size; many of its hits are not listed in these tables
Target sequence (Q8TD30 whole entry, looked up): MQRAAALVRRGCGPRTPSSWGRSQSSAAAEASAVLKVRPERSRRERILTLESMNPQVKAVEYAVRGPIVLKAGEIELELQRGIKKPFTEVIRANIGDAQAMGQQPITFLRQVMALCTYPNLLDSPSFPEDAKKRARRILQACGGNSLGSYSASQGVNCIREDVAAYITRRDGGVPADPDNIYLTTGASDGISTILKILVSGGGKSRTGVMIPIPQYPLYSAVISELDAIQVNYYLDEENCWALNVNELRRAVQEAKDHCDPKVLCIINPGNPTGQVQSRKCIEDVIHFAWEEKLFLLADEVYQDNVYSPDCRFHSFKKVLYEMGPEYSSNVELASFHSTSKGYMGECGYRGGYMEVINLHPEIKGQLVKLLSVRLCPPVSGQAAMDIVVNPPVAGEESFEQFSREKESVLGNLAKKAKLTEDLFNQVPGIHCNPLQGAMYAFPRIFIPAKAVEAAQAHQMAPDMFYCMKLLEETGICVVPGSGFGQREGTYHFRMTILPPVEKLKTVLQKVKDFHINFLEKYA
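Inhibition is scored from Amplex Red fluorescence generated when pyruvate oxidase and HRP act on pyruvate released by GPT2. Reactions contain 10ng/uL enzyme, 250uM a-KG and 2mM L-alanine and run 30 min at room temperature.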
The depositor's hits bear a star; [ ] = dose if it differs, or a comment. Unless noted, calls follow the shape of the dose curve; as a rule, active = well fitted curve in the direction sought with a large enough effect; inconclusive = small, poorly fitted or top-dose-only effect, or another doubt; inactive = no such curve, though single readings can be large; an effect the other way counts as inactive or inconclusive. Unless noted, % is scaled to controls: 0 for no effect and ±100 for the full control effect. These rows are one share of the data; count on the stated rates, not on these rows.

Screening Cc1ccc(NC(=O)c2sc3nc(-c4cc5ccccc5oc4=O)[nH]c(=O)c3c2C)c(C)c1 returned HEK293 viab 7%, SNCA expr inh 31%[activator] and IP6K1 inh -15.
CC(=O)Nc1ccc(S(=O)(=O)N2CCC(n3c(C)nc4cccnc43)CC2)cc1 was read as HEK293 viab -11%, SNCA expr inh -30% and IP6K1 inh -1.
For CN(Cc1cccnc1)C1CN(C(=O)CCc2nc3ccccc3s2)C1 the results were 3T3 cytotox -7%, HEK293 viab 3%, FLuc inh -12%, HEK293 tox -24%, SNCA expr inh 24%, IP6K1 inh 9 and GPT2 inhibitor -4%.
`Cc1cc2c(cc1S(=O)(=O)CCC(=O)N1CCCCC1C)OCC(=O)N2` (stereo unspecified) gave HEK293 viab 6%, SNCA expr inh 7% and IP6K1 inh -8.
Screening Oc1c(C(c2ccccc2F)N2CCN(Cc3ccccc3)CC2)sc2nc(-c3ccco3)nn12 (stereo unspecified) returned HEK293 viab 10%, SNCA expr inh 45%[activator] and IP6K1 inh -15.
`CC(C)NC(=O)c1cc(C(C)(C)C)c2cccn2n1` gave 3T3 cytotox -6%[138 µM], HEK293 viab 2%[87.6 µM], HEK293 tox -11%[172 µM], SNCA expr inh 27%[87.6 µM], IP6K1 inh -4 and GPT2 inhibitor 2%[88.5 µM].
COc1cc(Cl)c(C)cc1NC(=O)c1cc2ccc3cccnc3c2[nH]1 was read as HEK293 viab -10%, SNCA expr inh 33%[activator] and IP6K1 inh 2.
Screening CCOc1ccc(NC(=O)CCn2c(-c3ccc(F)cc3)cc(C(C)=O)c2C)cc1 returned HEK293 viab inconclusive, SNCA expr inh -26% and IP6K1 inh 12.
COc1ccc(Br)cc1C(=O)Nc1ccc(-c2nc3cc(Cl)ccc3o2)cc1 was read as HEK293 viab 13%, SNCA expr inh 64%[activator] and IP6K1 inh 12.
`O=C(Cn1ccn2nc3c(c2c1=O)CCCCC3)Nc1cc(F)ccc1F` gave 3T3 cytotox -6%, HEK293 viab 5%, FLuc inh -1%, HEK293 tox inconclusive, SNCA expr inh 0%, IP6K1 inh 6 and GPT2 inhibitor inactive.
`O=C(Nc1ccc2oc(-c3ccncc3)nc2c1)c1ccccc1Cl` gave HEK293 viab -3%, SNCA expr inh 112%[activator] and IP6K1 inh -3.
Screening CC(=O)N(C1CCOCC1)C1CCN(S(=O)(=O)c2ccc3c(c2)OCCO3)CC1 returned 3T3 cytotox -14%, HEK293 viab 9%, FLuc inh -5%, HEK293 tox -20%, SNCA expr inh -7%, IP6K1 inh 1 and GPT2 inhibitor -7%.
O=C(Nc1cccc(Br)c1)c1cc(-c2ccc3c(c2)OCCO3)on1 was read as HEK293 viab 6%, SNCA expr inh inconclusive and IP6K1 inh 29.
CCN1C(=O)C(Cc2nc3ccccc3c(=O)n2-c2ccc(OC)cc2)c2ccccc21 (stereo unspecified) was read as HEK293 viab -14%, SNCA expr inh -1% and IP6K1 inh -11.
`CC(=O)N1CCN(C(=O)c2cnc3c(c2)N(C(=O)Cc2ccc(C(C)C)cc2)CCC3)CC1` gave 3T3 cytotox inconclusive, HEK293 viab -1%, FLuc inh -12%, HEK293 tox -20%, SNCA expr inh -9%, IP6K1 inh 8 and GPT2 inhibitor 1%.
For COc1ccc(CCNCc2c(C(=O)O)c(C)n(Cc3cccc(C)c3)c2C)cc1OC the results were HEK293 viab -24%, SNCA expr inh -1% and IP6K1 inh -8.
For C[C@H](CCC(=O)O)[C@H]1CC[C@H]2[C@@H]3C[C@H](O)[C@@H]4C[C@H](O)CC[C@]4(C)[C@H]3CC[C@]12C the results were HEK293 viab 5%, IP6K1 inh 2 and GPT2 inhibitor inactive.
O=C(NCc1noc2ccccc12)N1CCN(c2ccccc2)CC1 was read as HEK293 viab 3%, SNCA expr inh 59%[activator] and IP6K1 inh -12.
Screening COc1ccc(NC(=O)Cn2c(SCc3ccc(F)cc3)nc3cccnc32)c(OC)c1 returned HEK293 viab -18%, SNCA expr inh 105%[activator] and IP6K1 inh 10.
Screening COc1cc(C(=O)Nc2cccc(OCc3cc(=O)n4c(C)csc4n3)c2)cc(OC)c1OC returned HEK293 viab -2%, SNCA expr inh 53%[activator] and IP6K1 inh 9.

For convenience, 7 of the compounds above:
`O=C(Cn1ccn2nc3c(c2c1=O)CCCCC3)Nc1cc(F)ccc1F` gave 3T3 cytotox -6%, HEK293 viab 5%, FLuc inh -1%, HEK293 tox inconclusive, SNCA expr inh 0%, IP6K1 inh 6 and GPT2 inhibitor inactive.
`O=C(Nc1ccc2oc(-c3ccncc3)nc2c1)c1ccccc1Cl` gave HEK293 viab -3%, SNCA expr inh 112%[activator] and IP6K1 inh -3.
Screening CC(=O)N(C1CCOCC1)C1CCN(S(=O)(=O)c2ccc3c(c2)OCCO3)CC1 returned 3T3 cytotox -14%, HEK293 viab 9%, FLuc inh -5%, HEK293 tox -20%, SNCA expr inh -7%, IP6K1 inh 1 and GPT2 inhibitor -7%.
O=C(Nc1cccc(Br)c1)c1cc(-c2ccc3c(c2)OCCO3)on1 was read as HEK293 viab 6%, SNCA expr inh inconclusive and IP6K1 inh 29.
CCN1C(=O)C(Cc2nc3ccccc3c(=O)n2-c2ccc(OC)cc2)c2ccccc21 (stereo unspecified) was read as HEK293 viab -14%, SNCA expr inh -1% and IP6K1 inh -11.
`CC(=O)N1CCN(C(=O)c2cnc3c(c2)N(C(=O)Cc2ccc(C(C)C)cc2)CCC3)CC1` gave 3T3 cytotox inconclusive, HEK293 viab -1%, FLuc inh -12%, HEK293 tox -20%, SNCA expr inh -9%, IP6K1 inh 8 and GPT2 inhibitor 1%.
For COc1ccc(CCNCc2c(C(=O)O)c(C)n(Cc3cccc(C)c3)c2C)cc1OC the results were HEK293 viab -24%, SNCA expr inh -1% and IP6K1 inh -8.

Carrying on.
Screening CC(=O)c1ccc(NC(=O)c2ccc(NC(=O)CCS(=O)(=O)c3cccs3)cc2)cc1 returned HEK293 viab -4%, SNCA expr inh 117%[activator] and IP6K1 inh 17.
CCN(Cc1ccccc1)C(=O)CCc1c(C)nc2c(c(C)nn2-c2ccc(C)c(C)c2)c1C was read as HEK293 viab -1%, SNCA expr inh -25% and IP6K1 inh -15.
`CCSc1nnc(NC(=O)c2cc(=O)c3cc(C)c(C)cc3o2)s1` gave HEK293 viab 0%, SNCA expr inh 17% and IP6K1 inh -23.
COc1ccc(C(=O)Nc2ccc3nc(N4CCCCC4)cc(C)c3c2)cc1OC was read as HEK293 viab -21%, SNCA expr inh -2% and IP6K1 inh -1.
`COCC(=O)N1CCC(O)(c2csc(CN3CCc4ccccc4C3)n2)CC1` gave 3T3 cytotox -5%[174 µM], HEK293 viab -2%[87.6 µM], FLuc inh -4%[172 µM], HEK293 tox 5%[172 µM], SNCA expr inh 0%[87.6 µM], IP6K1 inh 13 and GPT2 inhibitor 3%[88.5 µM].
Cc1ccc(Cl)cc1Nc1sc(C(=O)c2ccccc2)c(N)c1S(=O)(=O)c1ccccc1 was read as HEK293 viab -8%, SNCA expr inh -21% and IP6K1 inh 8.
O=C(c1ccnc(CC2CC(=O)N(c3ccccc3)C2)c1)N1CCCCC1 (stereo unspecified) was read as 3T3 cytotox -12%, HEK293 viab -2%, FLuc inh -5%, HEK293 tox -8%, SNCA expr inh inconclusive, IP6K1 inh -1 and GPT2 inhibitor 4%.
For CCOc1ccc(NC(=O)[C@H](Cc2ccccc2)N2Cc3ccccc3C2=O)cc1 the results were HEK293 viab -1%, SNCA expr inh 7% and IP6K1 inh -3.
COc1ccc(CCNC(=O)c2cc(-c3cccc(F)c3)nc3c2cnn3C)cc1 was read as 3T3 cytotox inconclusive, HEK293 tox inconclusive and IP6K1 inh -6.
COc1ccc(-c2nc3cc(C(C)C)ccc3o2)cc1NC(=O)c1ccc(C)c(Cl)c1 was read as HEK293 viab -4%, SNCA expr inh inconclusive and IP6K1 inh 6.
`CCN1CCN(c2nnc(-n3cccc3C(=O)Nc3cccc(OC)c3)s2)CC1` gave HEK293 viab inconclusive, SNCA expr inh 4% and IP6K1 inh 6.
CCN(CC)c1ccc(NC(=O)c2cc(C)nc3c2c(C)nn3-c2cccc(F)c2)c(C)c1 was read as HEK293 viab -6%, SNCA expr inh 21% and IP6K1 inh 15.
CN1CCN(CCCNC(=O)C2(CCO)CCN(Cc3ccccc3)C2)CC1 (stereo unspecified) was read as 3T3 cytotox -24%, HEK293 viab -8%, HEK293 tox -3%, SNCA expr inh -26%, IP6K1 inh 17 and GPT2 inhibitor 3%.
Cc1nn2c(c1-c1ccnn1C(C)C)N(Cc1cccc(C#N)c1)CCC2 was read as 3T3 cytotox 14µM*, HEK293 viab inconclusive, FLuc inh -6%[172 µM], HEK293 tox 14µM*, SNCA expr inh 2.8µM*, IP6K1 inh 12 and GPT2 inhibitor -6%[88.5 µM].
Screening NC(=O)c1ccccc1NC(=O)Cn1nc(Cc2cccnc2)c2ccccc2c1=O returned HEK293 viab -7%, SNCA expr inh -11% and IP6K1 inh 27.
Screening Cc1ccc(S(N)(=O)=O)cc1C(=O)N1CCCn2nc(C(C)O)cc2C1 (stereo unspecified) returned 3T3 cytotox 0%, HEK293 viab 1%, FLuc inh -1%, HEK293 tox 5%, SNCA expr inh -12%, IP6K1 inh 10 and GPT2 inhibitor 0%.
Cc1cccc(CNC(=O)c2ccc3oc(=O)n(Cc4ccccc4)c3c2)c1 was read as HEK293 viab -6%, SNCA expr inh inconclusive and IP6K1 inh -3.
`COc1ccc(OC)c(NC(=O)Cn2c(=O)c(-c3noc(C)n3)c3n(c2=O)CCCC3)c1` gave 3T3 cytotox -22%, HEK293 viab 4%, FLuc inh -7%, HEK293 tox 5%, SNCA expr inh inconclusive, IP6K1 inh 9 and GPT2 inhibitor 4%.
COc1cccc(NC(=O)CN2C(=O)NC3(CCC(C)CC3)C2=O)c1 (stereo unspecified) was read as 3T3 cytotox inconclusive, HEK293 viab -6%, FLuc inh 5%, HEK293 tox inconclusive, SNCA expr inh 13%, IP6K1 inh 41 and GPT2 inhibitor inactive.
`COCCNC(=O)[C@H]1C[C@H](Oc2ccccc2)CN1C(=O)c1cccs1` gave 3T3 cytotox -7%, HEK293 viab -7%, FLuc inh 6%, HEK293 tox -24%, SNCA expr inh -21%, IP6K1 inh 11 and GPT2 inhibitor inactive.

From PubChem
